TRPM1 prom inh: reduces MITF-dependent TRPM1 promoter luciferase signal; inhibition, % at 12.5 µM; AID 488899; SK-MEL-5 TRPM1 promoter luciferase, 24 h; 330,000 tested, 0.83% active;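 active = mean inhibition across replicates of 60% or more, whatever share of single replicates reaches that level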; note: values of inactives mirror those of a sister screen read the other way
KKLEB cytotox: counter-screen for CF NF-kB inhibitors: cytotoxicity; AID 602141; 360,000 tested, 0.36% active; KKLEB CF airway cells viability, ATPlite luminescence, overnight; stronger effect = lower value; cells stimulated with P. aeruginosa culture filtrate; activity change (cytotoxicity), % at 5 µM;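 active = corrected activity change at or below -50% at 5 µM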
NR2E3 ag-1: agonists of human nuclear receptor NR2E3 | Q9Y5X4 | AID 2300 | 320,000 tested, 0.12% active | GST-NR2E3/biotin-RetCOR TR-FRET, 1536-well | inhibition of corepressor binding, % at 4.78 µM;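 active = percent inhibition above the cutoff of mean plus 3 SD of all tested compounds, set per screening campaign, cut at about 20% in these data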;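 note: 0% = DMSO wells and 100% = biotin wells as full block of FRET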
Target sequence (Q9Y5X4 whole entry, looked up): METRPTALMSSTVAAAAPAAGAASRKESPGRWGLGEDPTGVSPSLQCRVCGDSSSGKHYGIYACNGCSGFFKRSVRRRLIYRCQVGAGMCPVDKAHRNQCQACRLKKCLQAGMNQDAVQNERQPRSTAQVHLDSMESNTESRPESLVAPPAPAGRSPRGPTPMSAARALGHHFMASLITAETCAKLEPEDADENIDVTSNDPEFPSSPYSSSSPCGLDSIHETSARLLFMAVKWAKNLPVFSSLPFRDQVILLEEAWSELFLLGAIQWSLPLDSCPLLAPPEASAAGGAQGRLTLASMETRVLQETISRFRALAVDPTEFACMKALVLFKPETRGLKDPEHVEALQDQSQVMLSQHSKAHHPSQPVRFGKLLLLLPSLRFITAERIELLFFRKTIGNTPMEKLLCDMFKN
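Format: 1536-well format; test system: GST-NR2E3 and biotin-RetCOR proteins; read-out basis: percent inhibition of TR-FRET ratio; timing: 5 h incubation at 4 °C; detection: time-resolved FRET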
Peg3 prom inh: Peg3 promoter activity inhibition | HeLa PEG-Prom luciferase reporter, luminescence, overnight | 360,000 tested, 1.7% active | inhibition, % at 20 µM;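 active = inhibition of at least 50% at 20 µM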
TROY NFkB inh: inhibitors of TROY-dependent NF-kB signaling | Q293 LMP1-TROYcd NF-kB luciferase reporter, 4 h | inhibition, % at 10 µM | 360,000 tested, 0.98% active | AID 1347056;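 active = compounds whose plate-normalised and pattern-corrected inhibition of the luciferase reporter signal at the single screening dose is 50% or more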
C8 TRAIL sens: caspase-8 TRAIL sensitization. NB7+C8 cells + TRAIL, ATPlite viability luminescence. inhibition (viability loss, TRAIL sensitization), % at 10 µM. 360,000 tested, 1% active. AID 624354;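 active = compounds causing at least 50% loss of cell viability in the single-dose screen, relative to plate controls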
CF NFkB inh: cystic fibrosis NF-kB activation inhibition | 360,000 tested, 0.86% active | AID 588850 | KKLEB NF-kB-GFP reporter, PAF-induced, GFP fluorescence overnight | inhibition, % at 5 µM;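 active = at least 50% inhibition at 5 µM, scaled per plate between neutral and stimulator controls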;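 note: PAF is a Pseudomonas aeruginosa culture filtrate used as stimulus; plate controls were PAF-stimulated DMSO wells for no effect and unstimulated DMSO wells for full effect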
TWEAK-Fn14 inh: blocks TWEAK-Fn14 interaction in a reporter cell assay. TWEAK-stimulated Fn14 reporter cells, luciferase luminescence, 8 h. inhibition, % at 10 µM. 360,000 tested, 2% active. AID 1159606; in the data active = inhibition above about 50%
NR2E3 ag-2: agonists of human NR2E3 nuclear receptor; 360,000 tested, 0.35% active; AID 602229; inhibition of corepressor binding, % at 3.98 µM; CHO-S Gal4-NCOR/VP16-NR2E3 two-hybrid, luciferase;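 active = inhibition above the mean of all tested compounds plus 3 SD, cut at about 70% in these data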;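 note: 0% = DMSO with NR2E3 transfected cells and 100% = cells lacking NR2E3 construct; higher means lower luciferase signal from less NR2E3 corepressor binding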
HIF-2a inh: HIF-2a inhibition. 786-0 RCC cells HIF-2a reporter, luciferase luminescence, overnight. inhibition, % at 18.8 µM. 360,000 tested, 0.72% active;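 active = inhibition of the luminescence signal of 40% or more relative to plate controls, in a single-dose primary screen at 18.75 µM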
Shn3 inh set2: Schnurri-3 reporter inhibition in Clone20 osteoblasts. 360,000 tested, 0.52% active. Clone20 osteoblast Shn3 3'UTR firefly luciferase, 24 h. inhibition, % at 12.5 µM;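 active = mean inhibition of at least 75% with every replicate also reaching 75%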;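 note: 0% = median of neutral control wells and 100% = pilot-screen positive control compound; some compounds past the cut are filed as inactive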
Numbers without * were called inactive.

COc1ccc(OC(=O)c2ccncc2)cc1 was read as TRPM1 prom inh 12, KKLEB cytotox -1, NR2E3 ag-1 0, Peg3 prom inh 7, TROY NFkB inh -4, C8 TRAIL sens 2, CF NFkB inh -3, TWEAK-Fn14 inh 2, NR2E3 ag-2 0, HIF-2a inh 16 and Shn3 inh set2 2.
Screening COc1ccc2c(CC(=O)NNC(=O)c3cccs3)coc2c1 returned TRPM1 prom inh -9, KKLEB cytotox 4, Peg3 prom inh -36, TROY NFkB inh -31, C8 TRAIL sens 6, CF NFkB inh 10, TWEAK-Fn14 inh -21, NR2E3 ag-2 -25, HIF-2a inh -12 and Shn3 inh set2 -21.
Screening O=C(Nc1cc([N+](=O)[O-])ccc1Cl)C1CC1 returned TRPM1 prom inh 8, KKLEB cytotox 11, NR2E3 ag-1 3, Peg3 prom inh 6, TROY NFkB inh 14, C8 TRAIL sens -9, CF NFkB inh -21, TWEAK-Fn14 inh -17, NR2E3 ag-2 -10, HIF-2a inh 14 and Shn3 inh set2 -3.
For CCCC1(c2ccccc2)NC(=O)NC1=O (stereo not given) the results were TRPM1 prom inh 16, KKLEB cytotox 1, NR2E3 ag-1 2, Peg3 prom inh 7, TROY NFkB inh 9, C8 TRAIL sens 1, CF NFkB inh 1, TWEAK-Fn14 inh 6, NR2E3 ag-2 10, HIF-2a inh 15 and Shn3 inh set2 -5.
For N#Cc1c(NCCN)nc(-c2ccccc2)c2c1CCCC2 the results were TRPM1 prom inh -2, KKLEB cytotox -7, NR2E3 ag-1 -2, Peg3 prom inh 67*, TROY NFkB inh 11, C8 TRAIL sens -15, CF NFkB inh 21, TWEAK-Fn14 inh 1, NR2E3 ag-2 12, HIF-2a inh 24 and Shn3 inh set2 -4.
CCOC(=O)Cc1ccc(Nc2nc3cc(-c4sccc4C)sc3c(=O)n2C)cc1 was read as KKLEB cytotox -11, Peg3 prom inh -27, TROY NFkB inh 1, C8 TRAIL sens 11, CF NFkB inh 21, TWEAK-Fn14 inh 18, NR2E3 ag-2 -10, HIF-2a inh -58 and Shn3 inh set2 5.
CC(=O)CSc1nnc(-c2ccco2)n1-c1ccccc1 was read as KKLEB cytotox 2, NR2E3 ag-1 0, Peg3 prom inh 0, TROY NFkB inh -4, C8 TRAIL sens -14, CF NFkB inh -4, TWEAK-Fn14 inh -6, NR2E3 ag-2 -19, HIF-2a inh -29 and Shn3 inh set2 -21.
`CC(=O)N(C)c1ccc(NC(=O)Nc2ccccc2C)cc1` gave TRPM1 prom inh -29, KKLEB cytotox -3, NR2E3 ag-1 5, Peg3 prom inh -152, TROY NFkB inh -47, C8 TRAIL sens 15, CF NFkB inh 3, TWEAK-Fn14 inh 15, NR2E3 ag-2 -18, HIF-2a inh -152 and Shn3 inh set2 -26.
Screening CCOC(=O)c1[nH]c(CSc2nnnn2-c2ccccc2C)c(C(=O)OCC)c1C returned TRPM1 prom inh 2, KKLEB cytotox -6, NR2E3 ag-1 -3, Peg3 prom inh 3, TROY NFkB inh 7, C8 TRAIL sens -1, CF NFkB inh 11, TWEAK-Fn14 inh -28, NR2E3 ag-2 -9, HIF-2a inh 9 and Shn3 inh set2 -2.
FC(F)(F)COc1ccc(-c2nnc(SCc3c(Cl)cccc3Cl)o2)cn1 was read as TRPM1 prom inh -8, KKLEB cytotox -22, NR2E3 ag-1 -5, Peg3 prom inh -12, TROY NFkB inh -17, C8 TRAIL sens -1, CF NFkB inh 22, TWEAK-Fn14 inh -8, NR2E3 ag-2 2, HIF-2a inh -103 and Shn3 inh set2 -8.
Screening C[C@H]1CN([C@@H](C)CO)C(=O)CCCn2nncc2CO[C@H]1CN(C)S(=O)(=O)c1ccccc1F returned KKLEB cytotox -8, Peg3 prom inh -15, TROY NFkB inh 0, C8 TRAIL sens 4, CF NFkB inh 5, TWEAK-Fn14 inh -7, NR2E3 ag-2 -10, HIF-2a inh 18 and Shn3 inh set2 -6.
For O=C(c1ccco1)N1CCN(C2CC(=O)N(c3ccccc3)C2=O)CC1 (stereo not given) the results were TRPM1 prom inh 0, KKLEB cytotox 0, NR2E3 ag-1 1, Peg3 prom inh 2, TROY NFkB inh 18, C8 TRAIL sens 6, CF NFkB inh 5, TWEAK-Fn14 inh 10, NR2E3 ag-2 5, HIF-2a inh 10 and Shn3 inh set2 2.
For O=S(=O)(c1ccccc1F)N1CCC(Oc2ccc(-n3cnnn3)cc2)CC1 the results were TRPM1 prom inh 4, KKLEB cytotox -5, NR2E3 ag-1 2, Peg3 prom inh 16, TROY NFkB inh 9, C8 TRAIL sens 7, CF NFkB inh -10, TWEAK-Fn14 inh -5, NR2E3 ag-2 14, HIF-2a inh 25 and Shn3 inh set2 9.
Screening CCOC(=O)c1ccccc1NC(=O)COc1coc(CN2CCc3ccccc32)cc1=O returned TRPM1 prom inh 7, KKLEB cytotox -10, NR2E3 ag-1 -1, Peg3 prom inh -8, TROY NFkB inh -35, C8 TRAIL sens -30, CF NFkB inh 13, TWEAK-Fn14 inh -3, NR2E3 ag-2 -19, HIF-2a inh 24 and Shn3 inh set2 7.
For NC(=O)C1(N2CCCCC2)CCN(c2ccc3nnc(-c4ccccc4)n3n2)CC1 the results were KKLEB cytotox 14, NR2E3 ag-1 1, Peg3 prom inh 13, TROY NFkB inh -15, C8 TRAIL sens 6, CF NFkB inh -28, TWEAK-Fn14 inh -11, NR2E3 ag-2 -3, HIF-2a inh 12 and Shn3 inh set2 15.
Screening Cc1cc(CNC(=O)COC(=O)Cn2[nH]c(=O)c3ccccc3c2=O)cc(C)c1O returned TRPM1 prom inh -8, KKLEB cytotox -3, NR2E3 ag-1 4, Peg3 prom inh -4, TROY NFkB inh 4, C8 TRAIL sens -2, CF NFkB inh -12, TWEAK-Fn14 inh -23, NR2E3 ag-2 11, HIF-2a inh -2 and Shn3 inh set2 -17.
Screening CC1Cc2ccccc2N1C(=O)CN1CCN(Cc2ccccc2)CC1 (stereo not given) returned TRPM1 prom inh -27, KKLEB cytotox 15, NR2E3 ag-1 -4, Peg3 prom inh 2, TROY NFkB inh 11, C8 TRAIL sens 0, CF NFkB inh -6, TWEAK-Fn14 inh -12, NR2E3 ag-2 6, HIF-2a inh 17 and Shn3 inh set2 10.
Screening O=C(COC(=O)CN1C(=O)NC2(CCCC2)C1=O)Nc1c(Cl)cccc1C(F)(F)F returned TRPM1 prom inh -3, KKLEB cytotox 0, NR2E3 ag-1 1, Peg3 prom inh -5, TROY NFkB inh 12, C8 TRAIL sens -7, CF NFkB inh 10, TWEAK-Fn14 inh 3, NR2E3 ag-2 -10, HIF-2a inh 7 and Shn3 inh set2 6.
Screening COc1ccc(CCNC(=O)CCS(=O)(=O)c2ccc3c(c2)NC(=O)C(C)S3)cc1OC (stereo not given) returned TRPM1 prom inh 1, KKLEB cytotox -6, NR2E3 ag-1 1, Peg3 prom inh 12, TROY NFkB inh -12, C8 TRAIL sens -11, CF NFkB inh 6, TWEAK-Fn14 inh 3, NR2E3 ag-2 8, HIF-2a inh -12 and Shn3 inh set2 -6.
`COC(=O)[C@]12CCCCC=C1N(CCC1=CCCCC1)C(=O)[C@H](CC(=O)N1CCOCC1)C2` gave TROY NFkB inh -1, C8 TRAIL sens 1, TWEAK-Fn14 inh 4, NR2E3 ag-2 -21 and HIF-2a inh -3.
`CN1CCN(C(=S)c2cn(Cc3ccc(Br)cc3)c3ccccc23)CC1` gave TRPM1 prom inh -3, KKLEB cytotox 2, NR2E3 ag-1 2, Peg3 prom inh -18, TROY NFkB inh -59, C8 TRAIL sens -9, CF NFkB inh -1, TWEAK-Fn14 inh 6, NR2E3 ag-2 0, HIF-2a inh -10 and Shn3 inh set2 6.
Screening O=C(CSc1nnc(-c2ccncc2)n1Cc1ccco1)OC1CCCCC1 returned TRPM1 prom inh 0, KKLEB cytotox 4, NR2E3 ag-1 -1, Peg3 prom inh 18, TROY NFkB inh 1, C8 TRAIL sens -7, CF NFkB inh -22, TWEAK-Fn14 inh -7, NR2E3 ag-2 -20, HIF-2a inh -9 and Shn3 inh set2 -1.
Screening FC(F)(F)c1cc(Cl)c2nc(-c3cccc(Cl)c3)c(Cc3cccc(Cl)c3)n2c1 returned TROY NFkB inh 12, C8 TRAIL sens 24, TWEAK-Fn14 inh 6, NR2E3 ag-2 -5 and HIF-2a inh 6.
Screening CCOc1ccc2[nH]c(=O)c(CN(Cc3ccccc3OC)C(=O)c3ccccc3)cc2c1 returned TRPM1 prom inh 35, KKLEB cytotox -23, NR2E3 ag-1 -2, Peg3 prom inh 49, TROY NFkB inh -1, C8 TRAIL sens 21, CF NFkB inh 14, TWEAK-Fn14 inh 23, NR2E3 ag-2 -14, HIF-2a inh 15 and Shn3 inh set2 -20.
`CN(CC(=O)Nc1ccc(F)cc1)C(=O)c1ccc(-c2ccc(F)cc2)o1` gave KKLEB cytotox 4, Peg3 prom inh 11, TROY NFkB inh -8, C8 TRAIL sens 0, CF NFkB inh -6, TWEAK-Fn14 inh -6, NR2E3 ag-2 -11, HIF-2a inh 15 and Shn3 inh set2 4.
For Cc1ccc(N=C2SC(C(=O)NCCc3ccccc3)CC(=O)N2C)cc1C (stereo not given) the results were TRPM1 prom inh 8, KKLEB cytotox 0, NR2E3 ag-1 2, Peg3 prom inh 6, TROY NFkB inh -2, C8 TRAIL sens -9, CF NFkB inh -34, TWEAK-Fn14 inh 5, NR2E3 ag-2 -3, HIF-2a inh 13 and Shn3 inh set2 -14.
For Cc1ccc(CCNC(=O)NC(C)(C)C)cc1 the results were TRPM1 prom inh -56, KKLEB cytotox -2, NR2E3 ag-1 2, Peg3 prom inh -167, TROY NFkB inh -72, C8 TRAIL sens 7, CF NFkB inh -8, TWEAK-Fn14 inh -20, NR2E3 ag-2 -65, HIF-2a inh -171 and Shn3 inh set2 -60.
For COc1ccc(C(=O)Nc2ccc(-c3nnn(CC(=O)N4CCN(C(=O)c5ccco5)CC4)n3)cc2)cc1 the results were TRPM1 prom inh -4, KKLEB cytotox 0, NR2E3 ag-1 5, Peg3 prom inh -18, TROY NFkB inh -4, C8 TRAIL sens 1, CF NFkB inh -5, TWEAK-Fn14 inh -10, NR2E3 ag-2 -11, HIF-2a inh -14 and Shn3 inh set2 -15.
`Cc1ccc(-n2c(CNc3cccc(Cl)c3)n[nH]c2=S)cc1` gave TRPM1 prom inh 0, KKLEB cytotox 2, NR2E3 ag-1 3, Peg3 prom inh 10, TROY NFkB inh 12, C8 TRAIL sens 1, CF NFkB inh 2, TWEAK-Fn14 inh 14, NR2E3 ag-2 -2, HIF-2a inh 17 and Shn3 inh set2 -3.
COc1ccc(CNC(=O)COC(=O)/C=C/c2cccc(Br)c2)cc1OC was read as TRPM1 prom inh 8, KKLEB cytotox 2, NR2E3 ag-1 -1, Peg3 prom inh 8, TROY NFkB inh 23, C8 TRAIL sens 8, CF NFkB inh 3, TWEAK-Fn14 inh -8, NR2E3 ag-2 12, HIF-2a inh 18 and Shn3 inh set2 8.

Only part of the results is shown. The share of hits here may be higher or lower than overall.
